AID inh = blocks human AID cytidine deaminase activity; 91,000 compounds, 0.32% hits; Q9GZX7; AID 1347428; Potency, µM (highest dose often 115 µM), inactives show at the highest dose activity change, negative = inhibition, most hits filed as inhibitors; AID deamination FRET fluorescence, UDG-coupled, 4 h; further: nearly all actives have a fitted effect of over 25% in size
Target sequence (Q9GZX7 whole entry, looked up): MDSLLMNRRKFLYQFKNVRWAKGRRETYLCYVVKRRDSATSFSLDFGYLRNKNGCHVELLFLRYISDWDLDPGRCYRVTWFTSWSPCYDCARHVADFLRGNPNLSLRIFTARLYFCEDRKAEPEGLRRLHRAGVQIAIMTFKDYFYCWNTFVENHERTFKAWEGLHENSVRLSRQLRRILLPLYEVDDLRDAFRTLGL
UDG counterscr = counter-screen for AID inhibitors: uracil-DNA glycosylase inhibition; FRET deamination/UDG coupled assay, UDG read, 4 h; Potency, µM (top dose mostly 115 µM), inactives show top-dose activity change, negative = inhibition, hits mostly inhibitors; 91,000 compounds, 0.14% hits; further: nearly all actives have a fitted effect of over 65% in size
Active calls of the source: *; ? = inconclusive; ! = not active in a repeat; [ ] = another dose, or the depositor's remark. The call rests on the fitted dose curve; in most records, active means well fitted curve in the direction sought with a large enough effect; inconclusive means small, poorly fitted or top-dose-only effect, or another doubt; inactive means no such curve, though single readings can be large; an effect the other way counts as inactive or inconclusive. On the % scale 0 is the no-effect control and ±100 the full control effect; potency means the concentration at half of the fitted maximal effect. Not all compounds are listed (hit frequency here may not be typical).

SMILES	AID inh	UDG counterscr
O=C(CSc1nc2c([nH]c3ccccc32)c(=O)n1-c1cccc(Cl)c1)N1CCCC1	-9%	2%
COc1c(Cl)cc(C(=O)Nc2cc(-c3nc4ccccc4[nH]3)ccc2C)cc1Cl	-12%	5%
Cc1ccc(S(=O)(=O)c2nnn3c2nc(NCc2cccs2)c2sccc23)cc1	4%	-4%
COc1cccc(NC(=O)CN(C)S(=O)(=O)c2cccs2)c1	-5%	0%
CCS(=O)(=O)N1CCC(NS(=O)(=O)c2ccsc2C(=O)OC)CC1	5%	5%
c1ccc(-c2ccc(-c3ccn[nH]3)cc2)cc1	-23%	-18%
COc1ccc(C2CC(=O)N(Cc3cccc(F)c3)c3ccccc3S2)cc1 (stereo not drawn)	-4%	0%
COCCNC(=O)C1=CC(c2ccc3c(c2)OCO3)=NS(=O)(=O)N1C	31%[activator]	-6%
COc1ccccc1/C=C/c1nc(C#N)c(NCCCn2ccnc2)o1	-8%	2%
CCC(C)c1ccc(S(=O)(=O)N2CCN(C(=O)c3n[nH]c(=O)c4ccccc34)CC2)cc1 (stereo not drawn)	-4%	3%
O=Cc1c(-c2ccc(Br)cc2)[nH]c2ccccc12	3%	-1%
CCOC(=O)c1cnc2c(ccc3ccccc32)c1Nc1ccccc1OC	6%[57.5 µM]	-6%[57.5 µM]
COc1ccc(-c2cn3c(n2)sc2cc(C(=O)NCCc4ccccc4)ccc23)cc1	1%	-2%[57.5 µM]
CCCCOc1ccc(C2c3c(-c4ccccc4O)n[nH]c3C(=O)N2Cc2ccncc2)cc1OC (stereo not drawn)	-4%	-7%
COc1cc(C(=O)NC2CCCc3ccccc32)ccc1C (stereo not drawn)	2%	-10%
Cc1cc2c(cc1S(=O)(=O)NCc1ccc(F)cc1)n(C)c(=O)c(=O)n2C	8%	-13%[57.5 µM]
O=C1C(=O)N(C2CCNCC2)CCN1Cc1ccccc1	11%	0%
COc1ccc(/C=C/c2ccc3cccc([N+](=O)[O-])c3n2)cc1OC	-11%	-9%
Cc1cc2oc(C(=O)Nc3sc4c(c3C(=O)NCC3CCCO3)CCCC4)cc(=O)c2cc1C (stereo not drawn)	14%	-14%
CCc1ccc(NC(=O)Cn2nnc(-c3ccccc3N)n2)cc1	2%	4%
Cn1c(=O)[nH]c(=O)c2c1nc(NCc1ccccc1)n2CCO	-2%	-2%
O=C(NC1CCSc2ccccc21)c1cc2c(s1)CCC2 (stereo not drawn)	-6%	-5%
CCCCn1c(=O)c2oc3ccccc3c2n(CC(=O)Nc2cccc(Cl)c2)c1=O	-1%	-8%
O=C(COC(=O)C1(c2ccc(Cl)cc2)CCCC1)c1ccc(Br)cc1	20%	2%
Clc1cccc(-n2ncc3c(NCCc4ccccc4)ncnc32)c1	?	89µM*!
Next section
SMILES	AID inh	UDG counterscr
CCCc1cnc2c(c1SCC(=O)Nc1ccc(C)c(Cl)c1)c(=O)n(C)c(=O)n2C	5%	4%
CCOC(=O)CSc1nc2cc(OC)c(OC)cc2c2nc(-c3ccccc3)nn12	4%	-5%
Cc1cc(C)c(NC(=O)C(C)n2c(=O)c(C(F)(F)F)nc3ccccc32)c(C)c1 (stereo not drawn)	-9%	6%
COc1cccc(CNC(=O)CC(c2ccc(F)cc2)N2Cc3ccccc3C2=O)c1 (stereo not drawn)	-4%	7%[57.5 µM]
COc1ccc2nc(C)c(C(=O)NCc3cccnc3-n3cncn3)cc2c1	0%	-2%
COCCn1cnnc1SCc1ccc(Cl)s1	5%	9%
Cc1cc(OCc2coc(-c3ccccc3)n2)ccc1Cl	-4%	6%
CCc1nnc(NC(=O)c2cc(C)nc3ccc(C)cc23)s1	10%	0%
O=C(CCC1CCCCC1)N(c1ccc(Br)cc1)C1C=CS(=O)(=O)C1 (stereo not drawn)	-10%	-6%
Nc1ncn([C@@H]2O[C@H](CO)[C@@H](O)[C@H]2O)c(=O)n1	10%	7%
NC(=O)c1cc(S(=O)(=O)NCc2ccccc2)cs1	-11%	0%
CC(C)n1nc(C(=O)N2CCSCC2)c2ccccc2c1=O	0%	-1%
c1ccc(-c2c(SSc3c(-c4ccccn4)c(-c4ccccn4)n4ccccc34)c3ccccn3c2-c2ccccn2)nc1	19%	-8%
O=C(CN1CCN(c2ccc(Cl)cc2)CC1)Nc1ccc(F)cc1F	6%	5%
O=C(NCCc1ccccc1)c1cc(-c2ccccc2)nc2ccccc12	-2%	2%
CC(SC1CCCCC1)C(=O)Nc1cccc(C#N)c1 (stereo not drawn)	-4%	6%
O=C(NCCN1CCN(C(=O)c2cc(Cl)cc(Cl)c2)CC1)c1cc(Cl)cc(Cl)c1	-22%	-10%
COc1ccc(C2=C(C(C)=O)Sc3nnc(-c4ccc(C)cc4)n3N2C(C)=O)cc1OC	174%[activator]	-1%
Cc1cccc(OCC(=O)Nc2nc(-c3ccc(S(=O)(=O)N4CCOCC4)cc3)cs2)c1C	-9%	-1%
CCCC(=O)OCC(=O)c1ccc(-c2ccccc2)cc1	11%	-8%
COc1cccc(CNC(=O)CCCN2C(=O)CCn3nc(-c4cccn4C)cc32)c1	49%[activator]	-18%
COc1ccc2c(c1)c1c(c(=O)n(-c3cccc(C)c3)c(=O)n1CC(=O)N1CCCC1)n2C	?	7%
CCOC(=O)CC(NC(=O)N1CCC(CN2CCC(C)CC2)CC1)c1ccccc1 (stereo not drawn)	8%	5%
Nc1nccnc1C(=O)Nc1ccc(F)c(Cl)c1	-7%	-4%
CC1=C(C(=O)Nc2ccccc2C)C(c2ccccn2)n2nc(SCc3ccccc3F)nc2N1 (stereo not drawn)	15%	-1%
The results go on.
SMILES	AID inh	UDG counterscr
COC(=O)c1c(NC(=O)COc2c(C)ccc(C)c2C)sc2c1CCC(C)C2 (stereo not drawn)	8%	13%
Cc1cccc(OCC(=O)N(Cc2ccc(C(C)C)cc2)Cc2ccco2)c1C	?	-3%[57.5 µM]
Fc1ccc(Nc2nc(SCc3ccccc3F)nc3ccccc23)cc1	?	-2%[57.5 µM]
Cc1ccc(C(=O)Nc2ncn(CC(=O)NCc3ccccc3)n2)cc1	9%	8%
Cc1cc(NC(=O)Nc2csc3c2CCCC3)ccc1Br	1%	-28%
CSc1ccc(CCNC(=O)CCc2c(C)nc3c(c(C)nn3-c3ccccc3)c2C)cc1	-7%	0%[57.5 µM]
CCOC(=O)c1c(C)[nH]c(C)c1S(=O)(=O)N1CCN(c2ccc(Cl)cc2)CC1	-13%	-15%
Cc1ccc(C(=O)CC(SCC(=O)O)c2ccc(Cl)cc2)cc1 (stereo not drawn)	-7%	3%
COc1ccc(/C=C/C(=O)N2CCC(c3nc4ccccc4o3)CC2)cc1OC	-28%	-3%[57.5 µM]
CCOc1ccccc1N(CC(=O)Nc1ccc(OC)c(Cl)c1)S(=O)(=O)c1ccccc1	9%	-2%
CC1CCN(CCCNc2nc(-c3ccncc3)nc3ccccc23)CC1	-19%	-5%
CN1C(=O)c2ccccc2Sc2ccc(NC(=O)COc3ccc(F)cc3)cc21	-9%	0%
Cc1ccc(Sc2ccc(Cl)cc2N)c(C)c1	-12%	-7%
CCOc1ccccc1NC(=O)C1CCC(CNS(=O)(=O)c2ccc3c(c2)CCCC(=O)N3)CC1 (stereo not drawn)	-14%	1%
O=C(c1cc(-c2ccc(F)cc2)on1)N1CCN(c2ccc(F)cc2)CC1	13%	17%
Cc1ccccc1C(=O)Oc1cc(-c2ccc3c(c2)OCO3)cc(=O)c2c(C)oc(C)c12	-25%	-8%
O=S(=O)(c1ccc(Br)cc1)c1nc(-c2ccco2)oc1SCc1ccccc1Cl	-11%	-22%
CCCC1Cc2c(sc3nc(SCC)nc(N)c23)CO1 (stereo not drawn)	3%	1%
COc1ccc(CNCC2CCCO2)cc1OCc1ccccc1 (stereo not drawn)	-14%	-14%
CCCN1CCC(NC(=O)CC(F)(F)F)CC1	-10%	-3%
CCOCCCNC(=O)c1cc2c(=O)n3ccccc3nc2s1	71%[activator]	4%
CC(C)n1nc(C(=O)Nc2nnc(C3CC3)s2)c2ccccc2c1=O	0%	-5%
CC(Oc1ccc(Cl)cc1Cl)c1nc(-c2ccc(Br)o2)no1 (stereo not drawn)	-1%	-11%
CC(C)n1nccc1N(CC(=O)Nc1ccc(C#N)cc1)S(=O)(=O)c1ccccc1	-7%	-1%
O=C(COc1ccc(-n2cnnn2)cc1)Nc1ccccc1Oc1ccccc1	-5%	-6%
Next part.
SMILES	AID inh	UDG counterscr
CCOc1ccc(S(=O)(=O)[C@H]2CS(=O)(=O)C[C@@H]2N2CCOCC2)cc1	0%	16%
NC/C=C/C(=O)O	3%	0%
COc1ccc(OCC(=O)NCCN2CCN(S(=O)(=O)c3ccc(C)cc3)CC2)cc1	-6%	-9%
COc1ccc(NC(=O)CSc2nc(C)cc(C)c2C(=O)Nc2cccc(C)c2)cc1	10%	0%
Cc1ccc(NC(=O)CSc2nccn2Cc2ccc3c(c2)OCO3)c(C)c1	-19%	-8%
O=C(CSc1nncn1-c1ccccc1F)Nc1ccccc1C(=O)NC1CC1	-2%	2%
Cc1ccc(S(=O)(=O)Oc2ccccc2C2C3=C(CCCC3=O)OC3=C2C(=O)CCC3)cc1	-12%	-1%
COc1ccc(-c2nc(SCc3cc(=O)c4cccc(Cl)c4[nH]3)n[nH]2)cc1	-15%	2%
CCCCCNC(=O)NC(C)C(=O)NCC (stereo not drawn)	-1%	-11%
Cc1cc(OCC(F)F)ccc1N	8%	-15%
Cc1ccc(C(=O)/C=C/c2ccccc2F)o1	-12%	-4%
Clc1cccc(-n2ncc3c(NCCC4=CCCCC4)ncnc32)c1	1%	-21%
O=c1cc(CN2CCN(S(=O)(=O)c3ccc4c(c3)OCCO4)CC2)c2ccc(O)cc2o1	-5%	-2%
Cc1nnc(SCC(=O)Nc2sc3c(c2C#N)CCCC3)n1CC(C)C	-10%	-8%

Assay outcomes deposited in PubChem by National Center for Advancing Translational Sciences (NCATS).
